# DAX1 inh-1: inhibitors of DAX1 repression of SF-1 activated StAR promoter; HEK293T StAR-luciferase reporter, SF-1/DAX-1 repression relief; inhibition, % at 6.8 µM; 370,000 tested, 1.1% active; AID 652010;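 active means inhibition above the mean over all tested compounds plus 3 SD, cut at about 3.6% in these data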;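 further: 0% = DAX-1 cells with DMSO and 100% = cells lacking DAX-1 with DMSO; higher inhibition means more luminescence from relief of DAX-1 repression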
# MBD2 inh: inhibitors of human MBD2 binding to methylated oligonucleotide. Q9UBB5. TR-FRET. inhibition, % at 4.4 µM. 370,000 tested, 0.31% active. AID 686964; in the data active means inhibition above about 13%
# DAX1 inh-2: inhibitors of human orphan nuclear receptor DAX1 (NR0B1) | HEK293 Gal4-DAX1 luciferase reporter, luminescence | 340,000 tested, 0.99% active | inhibition, % at 6.75 µM | P51843 | AID 504766;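 active means inhibition above the mean over all tested compounds plus 3 SD, cut at about 4.2% in these data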;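 further: 0% = DAX1-transfected cells with DMSO and 100% = empty-vector control cells with DMSO; inhibition shows as a rise in luminescence from relieved DAX1 repression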
# Target sequence (P51843 207-470 limits assumed): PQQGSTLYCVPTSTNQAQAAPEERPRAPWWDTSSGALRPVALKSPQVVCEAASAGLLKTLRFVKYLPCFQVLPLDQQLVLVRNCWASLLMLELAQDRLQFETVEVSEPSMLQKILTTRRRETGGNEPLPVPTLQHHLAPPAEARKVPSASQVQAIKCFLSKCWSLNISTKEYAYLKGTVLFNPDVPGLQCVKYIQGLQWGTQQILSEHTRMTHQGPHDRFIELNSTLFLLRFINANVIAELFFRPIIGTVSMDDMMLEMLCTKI
# ssDAF-12 act: S. stercoralis DAF-12 activation, primary screen; HEK293 ssDAF-12/GRIP1 lit1-tk-luc reporter, luminescence; % of 3 µM dafachronic acid response; activation, % at 6.8 µM; 370,000 tested, 1% active;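 active means activation above the mean over all tested compounds plus 3 SD, cut at about 0.9% in these data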;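 further: 0% = DMSO-only wells and 100% = 3 µM delta7-dafachronic acid wells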
# Rev-erbA mod: modulates human Rev-erb alpha binding to DNA; P20393; AID 1259318; Rev-erbα–FITC-DNA binding, fluorescence polarization, 90 min; activity, % at 10 µM; 370,000 tested, 0.79% active;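 active means activity above about 14%, limit read from the data; passing the limit was not always enough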;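 further: 0% = DMSO wells with 35 nM protein and 100% = DMSO wells with 750 nM protein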
# Target sequence (P20393 whole entry, looked up): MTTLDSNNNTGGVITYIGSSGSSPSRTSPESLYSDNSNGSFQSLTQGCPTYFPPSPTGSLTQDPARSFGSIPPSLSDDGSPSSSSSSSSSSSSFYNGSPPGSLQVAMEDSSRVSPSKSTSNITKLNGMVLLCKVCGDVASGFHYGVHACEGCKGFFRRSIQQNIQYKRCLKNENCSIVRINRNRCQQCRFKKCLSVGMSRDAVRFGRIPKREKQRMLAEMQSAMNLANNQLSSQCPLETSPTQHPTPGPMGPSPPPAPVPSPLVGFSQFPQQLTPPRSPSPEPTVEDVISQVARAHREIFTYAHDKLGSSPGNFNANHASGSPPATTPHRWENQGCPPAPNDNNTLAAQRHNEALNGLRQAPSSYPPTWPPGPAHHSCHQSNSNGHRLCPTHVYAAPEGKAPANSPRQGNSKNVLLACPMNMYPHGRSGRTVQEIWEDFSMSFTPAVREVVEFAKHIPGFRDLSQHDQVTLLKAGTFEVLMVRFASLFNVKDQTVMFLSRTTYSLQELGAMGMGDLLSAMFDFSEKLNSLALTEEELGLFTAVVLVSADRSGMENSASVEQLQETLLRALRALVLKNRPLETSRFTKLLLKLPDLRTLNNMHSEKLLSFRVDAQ
# PLC-gamma1 inh: blocks human PLC-gamma1 enzyme activity; inhibition, % at 12.2 µM; P19174; 370,000 tested, 0.84% active; purified PLC-gamma1, fluorogenic substrate, fluorescence; AID 720700; in the data active means inhibition above about 9.5%
# PLC-beta3 inh: blocks human PLC-beta3 enzyme activity; Purified PLC-beta3, fluorogenic substrate, fluorescence; inhibition, % at 12.2 µM; 370,000 tested, 0.18% active; AID 720704; in the data active means inhibition above about 11%;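 further: 0% = median of compound wells on plate and 100% = full blocker control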
# SMARCA2 activ: activators of SMARCA2 function; MG213 cells, MMTV-luciferase reporter, dexamethasone, overnight; AID 652017; 370,000 tested, 1% active; activation, % at 9.1 µM; in the data active means activation above about 7.8%;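 further: 0% = vehicle wells and 100% = reference activator wells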
# hgDAF-12 ag: hgDAF-12 agonism, primary luciferase screen. AID 687014. activation, % at 6.8 µM. 370,000 tested, 1.8% active. HEK293 GAL4-hgDAF12 UAS-luciferase reporter, agonist luminescence; normalized to butyrate control;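 active means activation above a cutoff set at the mean of all screened compounds plus 3 SD, cut at about 10% in these data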;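 further: 0% = DMSO wells and 100% = sodium butyrate wells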
# hcDAF12 agonist: activators of H. contortus DAF-12 nuclear receptor; HEK293 hcDAF-12 lit1-tk-luc reporter, luminescence; 0% DMSO, 100% Δ7-dafachronic acid; activation, % at 6.8 µM; 370,000 tested, 1.4% active; AID 652067;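 active means activation above the mean of all tested compounds plus 3 SD, cut at about 5.5% in these data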;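 further: 100% = response to 3 µM Δ7-dafachronic acid high control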
# ADAM17 inh: ADAM17 inhibition, QFRET primary screen. recombinant ADAM17, EDANS/DABCYL FRET peptide cleavage. AID 720648. inhibition, % at 6.95 µM. 370,000 tested, 0.83% active. P78536;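 active means inhibition above the mean of compounds lying between control limits plus 3 SD, set per campaign, cut at about 8.5% in these data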;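 further: 0% = DMSO-only wells as the low control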
# Starred values were filed as active, the others as inactive; i = inactive; x = no result given. Random draw from the library. About 7.4% of those tested had a hit in this group.
canonical_smiles,DAX1 inh-1,MBD2 inh,DAX1 inh-2,ssDAF-12 act,Rev-erbA mod,PLC-gamma1 inh,PLC-beta3 inh,SMARCA2 activ,hgDAF-12 ag,hcDAF12 agonist,ADAM17 inh
Cc1sc(NC(=O)CCl)c(C(=O)c2ccccc2)c1C,-2.1,2,0.2,-1.7,-1,2,-3,-4,-2.8,-1.5,1
CCOC(=O)CCCN1CC(O)=C(c2nc(-c3ccc(Cl)cc3)cs2)C1=N,-0.1,-1,-0.1,-1.5,7,0,-6,-1,2.2,-1.9,-7
CCCCn1nnnc1C(c1cc2ccccc2o1)N1CCN(CC(=O)N2CCCC2)CC1 (stereo not drawn),0.1,3,x,-1.6,-2,0,1,-2,-2.4,1.4,0
Cc1ccc2c(c1)C(=O)C(=O)N2c1ccc(C(F)(F)F)cc1,-0.6,-3,-0.1,0.0,7,-10,-16,-5,0.3,-1.8,-8
CCN(c1cccc(C)c1)S(=O)(=O)c1ccc2c(c1)NC(=O)CS2,-0.8,-2,0.5,-1.0,5,7,-15,-1,-2.5,0.2,-1
COc1ccc(NC(=O)c2cc(=O)[nH]c3ccccc23)cc1,1.0,-8,-0.1,-0.9,-2,5,1,-1,2.4,-0.4,5
CC(=O)c1cccc(NC(=O)CCCOc2ccc(C)cc2)c1,0.0,-2,-0.7,-0.8,1,-4,-4,-2,-1.4,-3.0,6
Cc1cc(O)c(C(=O)/C=C/c2ccc(Cl)cc2)c(=O)o1,0.9,0,1.1,0.5,6,-47,-64,1,6.4,13*,-11
CC[C@]12c3[nH]c4cc(-c5ccco5)ccc4c3CCN1C(=O)[C@@H](CC(=O)NC/C=C(\C)CCC=C(C)C)C[C@@H]2C(=O)N1CCN(C(=O)C2CC2)CC1,-0.7,-1,-0.6,-1.4,-1,i,i,-5,-5.5,1.9,-190
Cc1cc(NC(C)C)n2c(nc3ccccc32)c1C#N,-0.2,1,-0.5,-1.4,-1,-151,-221,-1,1.3,-2.5,-121
C=CCn1nnnc1-c1cccc(Cl)c1,-0.7,2,0.4,-1.4,1,3,-1,-4,-1.4,-1.8,-3
CSc1ccc(Cn2c(C)c(C(=O)NCc3ccc4c(c3)OCCO4)sc2=O)cc1,-1.9,-1,x,-1.7,-1,6,1,-1,-3.3,-3.3,6
Cc1ccc(NC(=O)CCS(=O)(=O)c2ccccc2)cc1S(=O)(=O)N1CCOCC1,-0.5,1,-0.3,-2.1,3,1,-1,0,-2.1,-1.2,-2
CCC(CO)Oc1cc(NCc2ccc(C(C)(C)C)cc2)c2ncn(C(C)C)c2c1 (stereo not drawn),-0.5,-2,-0.1,-1.3,5,-2,0,-1,-0.1,-2.3,5
COCCNC(=O)C1(C)CCCN(C(=O)c2c(-c3ccccc3)noc2C)C1 (stereo not drawn),-0.4,2,x,-1.4,-7,4,2,-2,-1.0,-1.8,3
Cc1ccc(/C(O)=C/C(=O)C(=O)NC23CC4CC(CC(C4)C2)C3)cc1,-0.5,1,-0.5,-1.5,-5,-1,-12,-1,-0.6,-1.1,0
N#CC1=C(N)Oc2ccc3ccccc3c2C1c1cccnc1 (stereo not drawn),-2.6,0,-4.4,-1.6,-2,-2,1,-2,4.5,-2.0,1
COC(=O)c1sc(=S)sc1C(=O)OC,-0.3,-5,-0.2,-0.5,3,1,-1,6,0.1,0.1,-2
Cc1cc(NC(=O)Cc2ccccc2)nc2c1c(=O)oc1ccccc12,1.6,5,0.0,-1.0,15,-4,-1,2,2.9,0.8,-5
Cc1[nH]c2ccccc2c1CCNC(=O)c1ccc2c(c1[N+](=O)[O-])C(=O)c1ccccc1C2=O,-1.1,-3,0.9,-1.8,-4,3,2,0,1.6,-2.2,2
CN1CCN(C(c2ccccc2)c2nnnn2C(C)(C)C)CC1 (stereo not drawn),1.4,3,x,-0.4,-3,12*,5,-6,2.9,1.3,3
CSCCC(CO)NC(=O)OCc1ccccc1 (stereo not drawn),-0.3,2,0.0,-0.2,3,4,2,2,-0.2,0.2,0
Nc1ccnn1Cc1cccs1,0.4,0,1.1,0.2,3,-1,0,-2,2.5,-0.4,3
c1ccc2c(c1)oc1c(N3CCOCC3)ncnc12,1.5,-4,1.0,-0.6,-1,-4,-5,3,-0.2,2.6,-1
COc1ccc(N2CCN(C(=O)C(OC(C)=O)c3ccccc3)CC2)cc1 (stereo not drawn),-0.1,2,-0.4,-1.0,3,0,1,-2,-1.2,-1.4,-3
COc1cccc(C(=O)N[C@@H](Cc2cccnc2)C(=O)N2CCC[C@H]2C(=O)NCc2ccccc2)c1,-0.1,-2,x,-1.0,-6,-1,3,-1,-1.4,-1.0,-3
Cc1ccc[n+](Cc2ccc([N+](=O)[O-])cc2)c1,-0.4,5,-0.4,-0.6,-2,6,3,1,-0.7,3.1,0
CC(C)[C@H](NC(=O)NCCc1ccc(Cl)cc1)C(=O)O,-0.2,1,0.5,-1.8,1,-3,1,-1,0.5,0.7,-2
CCc1cc2c(=O)c(-c3nc4ccccc4n3C)c(CCCC(=O)O)oc2cc1OC(=O)C(C)(C)C,-0.5,2,-0.1,-0.1,-4,-28,-33,-2,3.7,-0.7,-10
COc1ccc(N2CCN(C(=O)c3oc4c(c3C)C(=O)CCC4)CC2)cc1,-0.6,6,-0.4,-1.4,4,-1,-8,-3,-0.2,-1.3,-5

# Continued.
canonical_smiles,DAX1 inh-1,MBD2 inh,DAX1 inh-2,ssDAF-12 act,Rev-erbA mod,PLC-gamma1 inh,PLC-beta3 inh,SMARCA2 activ,hgDAF-12 ag,hcDAF12 agonist,ADAM17 inh
O=C(Nc1ccc(NC(=O)c2cc([N+](=O)[O-])ccc2N2CCOCC2)cc1)c1cccs1,-0.6,9,-2.4,-1.8,0,4,-9,-3,-1.9,-2.9,-1
CC12CCC(=O)N1C(C(=O)Nc1ccccc1N1CCOCC1)CS2 (stereo not drawn),-0.8,2,-0.1,-1.2,1,-2,-6,-1,0.6,-2.8,-7
CC(C)(c1ccc(O)cc1)c1ccc(O)cc1,-0.1,3,-1.2,-1.2,0,1,0,2,-0.8,-1.1,4
Cc1oc(-c2ccccc2F)nc1CS(=O)(=O)CC(=O)NCc1ccccc1Cl,1.6,-4,1.2,-0.6,-2,9,8,-2,1.9,-1.6,6
O=C(NC(=O)c1ccc(C(F)(F)F)cc1)Nc1ccc(-c2cnco2)cc1,0.4,3,2.2,-0.9,-3,0,-6,-5,-1.5,0.4,-7
COc1ccc(S(=O)(=O)N2CCC(C(=O)NCCC(=O)Nc3nccs3)CC2)cc1,-1.8,3,0.0,-1.0,-5,5,5,-1,-0.5,0.0,-6
COc1nc(NC23CC4CC(CC(C4)C2)C3)nc(OC)n1,-0.1,0,-0.6,-1.2,4,-1,-2,3,-1.8,-1.1,1
CCOC(=O)/C(C#N)=C\c1ccc(N2CCN(C)CC2)cc1,-0.3,-9,1.4,-1.6,-2,-2,-5,1,1.0,-0.8,0
Cc1cc2cc(C(=O)N3CCc4c([nH]c5ccccc45)C3c3ccccn3)ccc2o1 (stereo not drawn),0.2,1,1.1,-1.2,-6,0,-4,0,-1.4,0.4,-1
Cc1ccc(C(=O)NNC(=O)C2CSC3(C)CCC(=O)N23)cc1 (stereo not drawn),0.3,1,0.6,-0.5,-5,0,-3,-1,-0.5,-1.5,0
C[C@H](CCCCC1(C)OCCO1)CCC(=O)N(c1ccccc1)c1ccccc1,-1.6,0,x,-0.8,4,1,0,-4,0.4,-1.9,1
CN1CCCN(C(=O)C2CCCCC2)CC1,0.1,3,0.1,-1.1,-1,2,4,-1,2.1,0.4,-2
Cc1ccc(S(=O)(=O)CCC(=O)OCC(=O)N2CC(=O)Nc3ccccc32)cc1,0.0,2,0.8,-1.1,1,3,-1,3,0.0,-1.4,0
C=CCNc1nc2c(c(=O)[nH]c(=O)n2C)n1Cc1cccc(C)c1,-0.5,-4,0.7,-1.1,1,1,5,-1,-3.9,-1.6,-1
CCOc1cccc(NC(=O)C2CC(=O)N(C)C2)c1 (stereo not drawn),0.3,3,-0.3,-1.0,-1,1,-15,-5,-1.9,1.6,4
COc1ccc(F)cc1S(=O)(=O)n1nnc2ccccc21,-0.3,1,0.3,-1.4,4,2,-13,1,2.7,-0.3,2
O=C(CC12CC3CC(CC(Br)(C3)C1)C2)NC1=NCCS1,-0.7,2,-1.2,-1.5,4,3,-6,-2,-1.6,-1.7,-7
O=C(NCc1ccc2c(c1)OCO2)c1ccccn1,0.2,7,1.2,-0.6,1,-1,0,-3,3.4,-1.9,-4
Cc1ccc(-c2ccc(S(=O)(=O)Nc3cccnc3)cc2)cc1,-5.8,-2,0.5,-1.1,2,-1,-6,-3,-0.4,-1.8,-5
O=C(CSc1nnnn1C1CCCC1)N1CCOCC1,1.1,-2,1.0,-1.6,9,-1,-7,0,3.2,-0.1,-5
CCOc1ccc(Nc2nc(Cc3nnc(SCC(=O)c4ccc(C)cc4)o3)cs2)cc1,-1.1,-9,0.2,-1.5,0,2,-2,-1,-2.4,-1.8,14*
COc1cccc(-c2nnc(NC(=O)c3cccc(F)c3)o2)c1,-0.2,-6,0.8,-0.5,-1,-1,1,-2,0.6,-0.2,0
C[C@@H]1C=C(C(=O)NCc2nc3ccccc3[nH]2)O[C@H](OCCCCO)C1,-0.3,-1,1.7,-0.2,1,-6,0,0,2.3,0.2,-5
CCO[C@@H]1OC(C(=O)N2CCN(Cc3ccc4c(c3)OCO4)CC2)=C[C@H](c2ccc(Br)cc2)[C@H]1CCCO,0.0,9,0.1,-1.5,4,3,4,0,-1.8,0.2,5
CC(C)c1c(O)cc(-c2ccncc2)n(-c2ccc(Cl)cc2)c1=O,0.7,-7,0.5,-0.8,1,5,1,14*,1.6,-1.9,1
Cc1cc(C)nc(Nc2n[nH]c(COc3ccc4ccccc4c3)n2)n1,0.2,-4,0.6,-1.3,4,-1,-1,-3,0.2,2.5,-5
Nc1nonc1C(=O)NCCNc1ccc([N+](=O)[O-])cc1,-0.4,-5,x,-0.5,1,-1,-6,-4,2.4,-1.6,0
CC(C(=O)Nc1ccccc1Oc1ccccc1)c1ccccc1 (stereo not drawn),-0.5,3,-0.3,-1.7,1,-1,-1,-4,2.1,-0.9,-3
Cc1ccc(OCCn2c(=S)[nH]c3c(N)ncnc32)cc1,-0.3,1,0.9,-2.0,6,-1,-7,-1,4.3,-0.6,-2
O=C(COC(=O)Cc1n[nH]c(=O)c2ccccc12)Nc1c(Br)cc([N+](=O)[O-])cc1Br,0.7,5,2.6,-0.7,4,3,-4,-4,5.7,-0.7,2
CCOc1ccc(CNC(=O)c2nnc(CS(=O)(=O)c3ccccc3)o2)cc1OC,0.2,-2,-0.3,-1.3,-6,8,5,-1,0.7,0.5,7
O=C(O)c1cccc(N2C(=O)c3cccc4c(Cl)ccc(c34)C2=O)c1,1.8,-1,-0.9,-0.8,0,-8,-8,-3,1.2,0.8,-9

# Screening data as filed in PubChem BioAssay.
